Source: PubChem BioAssay
GPR7 antag – blocks human GPR7 receptor signaling; P48145; GPR7-expressing cells, fluorescence antagonist assay; inhibition, % at 4.4 µM; 290,000 tested, 1.1% active; in the data active means inhibition above about 16%, passing the limit was not always enough;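 further: cells stimulated with the agonist NPW; 0% = agonist with vehicle and 100% = vehicle without agonist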
Target sequence (P48145 whole entry, looked up): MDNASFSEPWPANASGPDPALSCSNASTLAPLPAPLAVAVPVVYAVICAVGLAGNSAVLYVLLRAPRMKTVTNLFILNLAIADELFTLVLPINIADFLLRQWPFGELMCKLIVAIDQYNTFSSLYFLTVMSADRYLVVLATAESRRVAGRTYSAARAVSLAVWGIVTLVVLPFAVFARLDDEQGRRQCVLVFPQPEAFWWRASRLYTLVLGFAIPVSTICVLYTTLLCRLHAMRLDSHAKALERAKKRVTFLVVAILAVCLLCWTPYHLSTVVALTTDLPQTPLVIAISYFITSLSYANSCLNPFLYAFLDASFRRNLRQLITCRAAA
CHO parental Ca – counter-screen for OX1R antagonists: effect in parental CHO cells. inhibition, % at 5.6 µM. parental CHO-K1, ATP-induced calcium, Fluo-8 fluorescence. 330,000 tested, 0.63% active;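 active means inhibition above that plate's mean sample inhibition plus 3 SD, cut at about 26% in these data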;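 further: 0% = ATP-challenged DMSO wells and 100% = DMSO wells without ATP; some compounds past the cut are filed as inactive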
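Measured by: calcium-sensitive Fluo-8 fluorescence / Test system: CHO parental line / Controls: ATP-challenged DMSO wells low, unchallenged DMSO wells high / Measure: % inhibition / Compound: single nominal dose of 5.6 µM per compound / Replicates: single well per compound, no replicates / Reagent: ATP as calcium-mobilizing challenge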
TAAR1 antagonist – human TAAR1 antagonism | AID 624466 | CHO RD-HGA16 TAAR1, Fluo-8 calcium fluorescence, antagonist | 360,000 tested, 1.5% active | inhibition, % at 3 µM;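 active means inhibition above a per-plate cutoff, the mean inhibition of test compounds on that plate plus 3 SD, cut at about 49% in these data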;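 further: 0% = DMSO plus EC80 beta-PEA response and 100% = DMSO alone without agonist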
Target sequence (Q96RJ0 whole entry, looked up): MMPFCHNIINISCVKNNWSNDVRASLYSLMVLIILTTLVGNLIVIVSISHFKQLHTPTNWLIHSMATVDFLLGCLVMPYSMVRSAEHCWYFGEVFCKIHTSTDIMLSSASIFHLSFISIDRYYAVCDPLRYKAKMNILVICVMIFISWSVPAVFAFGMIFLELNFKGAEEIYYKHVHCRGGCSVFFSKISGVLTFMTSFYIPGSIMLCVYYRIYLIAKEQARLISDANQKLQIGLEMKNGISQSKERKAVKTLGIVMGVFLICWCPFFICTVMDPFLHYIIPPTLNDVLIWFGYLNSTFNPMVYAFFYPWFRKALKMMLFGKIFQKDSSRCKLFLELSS
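Assay system: RD-HGA16 CHO cells with stable hTAAR1 and Gα16 / Reagent: EC80 β-phenethylamine stimulus / Doses: 3 µM, single point / Timing: dye loading 75 min at 37 °C, then 30 min room temperature / Measured by: Fluo-8 intracellular calcium dye fluorescence, real-time kinetic reads / Controls: vehicle wells and EC80 agonist wells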
V1aR counter – counter-screen for oxytocin receptor agonists: human V1a receptor agonists. P37288. CHO-V1R cells, Fluo-8 calcium fluorescence, agonist mode; 0% DMSO, 100% 3 nM vasopressin. 320,000 tested, 0.25% active. AID 2797. activation, % at 3 µM;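 active means activation above the mean activation of all tested compounds plus 3 SD, per screening run, cut at about 20% in these data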;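 further: signal is peak over basal fluorescence ratio across a 100 second FLIPR read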
Target sequence (P37288 whole entry, looked up): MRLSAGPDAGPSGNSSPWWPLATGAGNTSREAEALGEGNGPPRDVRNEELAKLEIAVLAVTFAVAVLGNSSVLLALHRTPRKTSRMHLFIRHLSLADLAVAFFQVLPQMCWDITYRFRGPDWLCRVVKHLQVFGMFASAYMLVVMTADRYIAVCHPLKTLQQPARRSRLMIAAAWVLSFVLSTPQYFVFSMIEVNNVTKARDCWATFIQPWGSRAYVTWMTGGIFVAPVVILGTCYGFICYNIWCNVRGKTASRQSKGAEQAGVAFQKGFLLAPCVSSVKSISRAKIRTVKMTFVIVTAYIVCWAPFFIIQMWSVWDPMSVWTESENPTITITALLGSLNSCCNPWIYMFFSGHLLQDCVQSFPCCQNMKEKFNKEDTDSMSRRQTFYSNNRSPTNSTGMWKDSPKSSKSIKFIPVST
CHO-K1 Ca ag – M1 agonist counterscreen hit in parental CHO-K1 cells; activation, % at 3 µM; 360,000 tested, 0.48% active; Fluo-8 calcium fluorescence; scaled to maximal ATP response, vehicle zero; in the data active means activation above about 15%;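 further: untransfected CHO-K1 host cells lacking M1 receptor as counterscreen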
CHO-K1 Ca antag – M1 antagonist counterscreen hit in parental CHO-K1 cells | ATP-induced calcium, Fluo-8 fluorescence | inhibition, % at 3 µM | 360,000 tested, 0.6% active | AID 602250;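 active means inhibition above a per-plate cutoff, the plate's mean sample inhibition plus 3 SD, cut at about 24% in these data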;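 further: 0% = DMSO plus EC80 ATP and 100% = DMSO alone without ATP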
OXTR ag – human OXTR agonism; 320,000 tested, 0.32% active; activation, % at 3 µM; AID 2435; CHO-OTR cells, Fluo-8 calcium fluorescence; normalized: DMSO 0%, oxytocin 100%; P30559;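 active means activation above the mean of all tested compounds plus 3 SD, cutoff set per screening run, cut at about 20% in these data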;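 further: peak over basal fluorescence ratio from a 100 s FLIPR kinetic read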
CHO-K1 Ca PAM – M1 PAM counterscreen hit in parental CHO-K1 cells. activation, % at 3 µM. 360,000 tested, 0.02% active. ATP EC20, Fluo-8 calcium fluorescence; 0% at ATP EC20, 100% at ATP max. AID 602247;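 active means activation above the run cutoff, the mean activation of all test compounds plus 3 SD, cut at about 40% in these data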;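 further: peak over basal fluorescence ratio in a 140 s read after ATP addition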
OXTR potentiator – human OXTR potentiation; activation, % at 3 µM; CHO-OTR cells, Fluo-8 calcium fluorescence, potentiator mode; 0% = oxytocin EC15, 100% = EC100; P30559; AID 2445; 320,000 tested, 0.061% active;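 active means activation above that plate's cutoff, the mean activation of tested compounds plus 3 SD, cut at about 6.6% in these data, passing the limit was not always enough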;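 further: 100% uses oxytocin at 75 nM as the full agonist control; some results filed as inactive read as strong as hits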
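Material: CHO-OTR cells, human receptor; compound dosing: single dose, 3.0 µM nominal final compound concentration; schedule: 6 min compound pre-incubation at room temperature, 100 s kinetic read; measured by: kinetic Fluo-8 calcium fluorescence; read-out basis: % activation vs EC15 and EC100 oxytocin; controls: EC15 oxytocin alone as 0%, 75 nM oxytocin as 100%; replicates: singlicate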
* hit, by the source's call; . = not tested or not shown. Rows were taken by chance; overall some 3.5% were active at least once.

Results follow in this order: GPR7 antag | CHO parental Ca | TAAR1 antagonist | V1aR counter | CHO-K1 Ca ag | CHO-K1 Ca antag | OXTR ag | CHO-K1 Ca PAM | OXTR potentiator
> CC(=C/c1ccccc1)/C=N/N1CCN(Cc2ccc(C)cc2)CC1
  -19 | -14 | -30 | -0.8 | -0.2 | 7 | -0.9 | -12 | -9
> Cc1nc2sc(-c3ccccc3)cc2c(=O)[nH]1
  -8 | -5 | 4 | 0.8 | 1.5 | -11 | 3.1 | 14 | 0
> CC(=O)Nc1ccc(S(=O)(=O)NCCC(=O)N2CCc3ccccc32)cc1
  -7 | 14 | -5 | 0.3 | -0.1 | -12 | -1.0 | 7 | -4
> CCCn1nnnc1-c1cccc(Cl)c1
  -12 | -6 | 4 | 1.6 | -0.2 | -5 | 0.1 | 2 | -3
> COC(=O)C(NC(=O)CCc1c(C)nc2ncnn2c1C)C(C)C (stereo unspecified)
  -4 | 8 | -14 | 0.4 | 0.5 | 0 | 0.3 | 8 | -7
> Cc1c(NC(=S)N/N=C\c2ccccc2O)c(=O)n(-c2ccccc2)n1C
  -6 | -4 | -34 | -0.1 | 14 | 2 | -1.3 | 11 | -5
> COc1cccc(/C=C/C(=O)OCC(=O)Nc2ccc3c(c2)OCO3)c1
  . | . | -15 | . | 1.4 | -8 | . | 10 | .
> Cn1cccc1Cc1nnc(SCC(=O)Nc2cccc(Cl)c2)n1-c1ccc(F)cc1
  10 | -8 | -23 | 2.5 | 0.2 | -17 | 2.2 | 10 | 1
> Nc1c([N+](=O)[O-])c(=O)sc2ccccc12
  -1 | -14 | -18 | 0.9 | 15* | -1 | 1.8 | 10 | -5
> Cc1cccc(NC(=S)NNC(=O)c2ccc(Br)o2)c1
  -12 | -9 | 4 | 0.5 | 3.8 | -12 | 0.2 | 22 | -6
> Clc1ccc(Cc2ccc(Cl)nn2)c(Cl)c1
  -6 | -3 | -2 | -1.3 | 0.0 | 0 | -0.6 | 9 | 3
> CCCNC(=O)COc1coc(CN2CCN(c3ccccc3)CC2)cc1=O
  -7 | -8 | -30 | -0.2 | 0.3 | -24 | 0.5 | 24 | -5
> COc1cc(C)nc(N2CCC(C(=O)NC3CCCCC3)CC2)n1
  2 | -13 | 9 | -0.2 | -0.1 | -21 | 0.6 | -7 | -2
> Cc1cccc(OCC(O)Cn2ccnc2C)c1 (stereo unspecified)
  3 | 12 | -13 | -0.6 | -0.1 | 6 | -0.6 | -14 | -17
> COc1ccc2cc(C)c(SCC(=O)Nc3cc(C)on3)nc2c1
  -9 | -5 | 5 | 0.2 | 0.1 | 7 | -0.7 | -9 | 6
> Cc1ccc2c(c1)nnn2C1CCN(S(=O)(=O)c2cccc(S(=O)(=O)N(C)C)c2)CC1
  -2 | 22 | 56* | 11 | 12 | 5 | 8.5 | 3 | -24
> Cc1cc(C)cc(OCC(=O)Nc2cc(NC(=O)COc3cc(C)cc(C)c3)cc(C(=O)O)c2)c1
  1 | -2 | 0 | -0.3 | 0.0 | 6 | -0.7 | -8 | -5
> CCCOc1ccc(CN(CCO)CCO)cc1[N+](=O)[O-]
  -2 | -6 | -6 | -0.3 | 0.2 | 9 | 1.1 | 12 | -5
> Cc1cc(C)cc(N2CN=c3s/c(=C\c4ccco4)c(=O)n3C2)c1
  3 | -9 | -3 | -0.9 | -0.7 | 10 | 0.3 | -11 | 2
> Cc1cc(C)c(C(=O)NCC2CCCO2)c(C)c1C(=O)NCC1CCCO1 (stereo unspecified)
  -6 | -2 | -11 | 0.3 | 1.4 | -10 | -0.5 | 6 | -10

Following part
Results follow in this order: GPR7 antag | CHO parental Ca | TAAR1 antagonist | V1aR counter | CHO-K1 Ca ag | CHO-K1 Ca antag | OXTR ag | CHO-K1 Ca PAM | OXTR potentiator
> Cc1ccc(C(=O)NC(C)C(c2cccs2)N2CCOCC2)cc1C (stereo unspecified)
  . | . | 5 | . | 0.5 | 7 | . | -14 | .
> CCN(CC(=O)Nc1ccc(NC(C)=O)cc1)C(=O)c1cc2ccccc2oc1=O
  . | -6 | 8 | 0.5 | 0.9 | -10 | -0.2 | 14 | 1
> COc1cc(C(=O)NCC(=O)N2CCN(S(=O)(=O)c3ccccc3)CC2)cc(OC)c1OC
  . | -13 | -2 | 0.0 | -0.2 | 3 | -1.9 | 9 | 0
> COC(CNc1nc(SC)nc2sc3c(c12)CCN(C)C3)OC
  -18 | 2 | 4 | -0.2 | 11 | -6 | 0.8 | -3 | -3
> CC(=O)c1c(C)[nH]c(C(=O)COC(=O)COc2ccccc2)c1C
  . | -7 | -3 | 4.4 | 3.2 | -5 | 4.7 | -1 | -9
> O=C(Cn1cnc2cc([N+](=O)[O-])ccc2c1=O)NCc1ccccc1
  -9 | -11 | 6 | -0.2 | 0.5 | -10 | -0.5 | -18 | 1
> CC(C)CN(C(=O)COC(=O)c1ccc(Br)cc1)c1c(N)n(Cc2ccccc2)c(=O)[nH]c1=O
  . | -19 | -12 | -0.3 | -0.1 | 3 | 0.7 | -6 | 5
> CCC1CCCCN1C(=O)COc1ccc(F)cc1 (stereo unspecified)
  0 | -2 | 0 | -0.6 | 3.9 | -17 | -0.8 | 20 | 1
> CC(C)CC1NC(=O)N(CC(=O)Nc2cc(F)ccc2F)C1=O (stereo unspecified)
  . | 2 | 8 | 0.2 | 0.8 | -16 | -0.8 | 9 | -4
> CCCCNC(=O)c1ccc(-n2c(=S)[nH]c3ccccc3c2=O)cc1
  -4 | -4 | -6 | -0.7 | 0.7 | -4 | 0.0 | 9 | -20
> CCOC(=O)Cc1csc(NC(=O)c2cc3ccccc3o2)n1
  -4 | -14 | 6 | 2.5 | 7.2 | -11 | 0.5 | 4 | -14
> O=C1NN(c2ccccc2)C(=O)/C1=C\c1ccccc1OCC(=O)N1CCOCC1
  -15 | -5 | -17 | 0.7 | 0.1 | 4 | 0.7 | 4 | -3
> O=c1[nH]c2ccccc2n1CCCSc1cnc2ccccc2n1
  -9 | -48 | -5 | 4.5 | 3.2 | -2 | -0.3 | 10 | -4
> Cc1ccc(C(=O)NNC(=O)c2csc(N3CCOCC3)n2)o1
  . | -5 | -12 | 0.8 | 0.7 | 2 | 1.4 | -10 | 0
> CCCCN=C1NC(=O)C(CC(=O)NCCc2ccc(OC)cc2)S1 (stereo unspecified)
  2 | -14 | 2 | -0.8 | 0.4 | -7 | -0.7 | 16 | -7
> CC(C)OC(=O)c1nnc(Cc2ccc(Cl)cc2)o1
  -6 | -4 | -21 | -0.8 | 1.5 | -10 | 0.0 | 14 | 1
> CCOC(=O)c1c(NC(=O)c2ccc(Cl)s2)sc(C)c1C
  . | -6 | -16 | 0.0 | 0.2 | 6 | 1.5 | -8 | 1
> O=C(NC1CCCCC1)c1ccc(CS(=O)(=O)c2ccc(Cl)cc2)o1
  -13 | -13 | -5 | 4.3 | 1.2 | -2 | 2.0 | -3 | -9
> O=C(Nc1nnc(COc2ccccc2F)s1)Nc1ccccc1F
  -13 | -2 | -15 | 1.3 | 0.3 | -10 | 0.0 | 12 | -6
> Cc1ccc(CCNC(=O)C23C[C@H]4C[C@@H](C2)CC(n2nnc(C)n2)(C4)C3)cc1
  -9 | -23 | -19 | -0.3 | 1.5 | 4 | -0.2 | 7 | 0

(list continues)
Results follow in this order: GPR7 antag | CHO parental Ca | TAAR1 antagonist | V1aR counter | CHO-K1 Ca ag | CHO-K1 Ca antag | OXTR ag | CHO-K1 Ca PAM | OXTR potentiator
> O=C(c1ccccc1)c1ccccc1
  . | -10 | -36 | 0.6 | 0.2 | 0 | -0.4 | 10 | -1
> CCc1ccc(NC(=O)CCNS(=O)(=O)c2cccc3nonc23)cc1
  -8 | -13 | -16 | -0.1 | 0.7 | -13 | 0.3 | 3 | -14
> Cc1c(C(=O)N2c3ccccc3CC2C)oc2ccccc12 (stereo unspecified)
  -18 | -19 | -28 | -0.5 | 0.3 | -1 | -1.1 | 3 | -5
> O=C(C1CCCN(S(=O)(=O)c2cccc3nsnc23)C1)N1CCc2ccccc21 (stereo unspecified)
  -12 | 5 | 25 | 5.3 | 3.3 | 3 | 6.3 | 7 | -17
> CCOC(=O)c1c(NC(=S)Nc2ccc(OC)cc2)sc2c1CCCCC2
  -13 | -3 | -1 | -0.6 | 0.1 | 1 | 0.4 | 4 | 1
> COc1ccc(C2=CC(=O)CC(C)(C)C2)cc1OC
  . | -6 | 5 | -0.6 | 0.1 | -8 | -0.9 | 20 | -3
> O=C(COC(=O)Cc1ccc2c(c1)OCCO2)Nc1ccc(S(=O)(=O)N2CCCC2)cc1
  7 | 0 | 8 | 4.5 | 5.0 | -4 | 2.2 | 13 | -19
> Cn1c(SCC(=O)OC2CCCCC2)nnc1-c1ccc2c(c1)OCO2
  2 | -14 | -3 | 0.3 | 2.1 | -25 | -1.1 | 20 | -4
> CC(C)(C)c1ccc(C(=O)Nc2cccc(-n3cnnn3)c2)cc1
  2 | 16 | 58* | 2.4 | 6.8 | -1 | -2.0 | -9 | -14
> CC(=NNC(=O)c1ccncc1)c1ccc(Cl)cc1Cl
  . | . | 0 | . | 0.4 | -12 | . | 12 | .
> CC(C)Cc1nnc(NS(=O)(=O)c2ccc([N+](=O)[O-])cc2)s1
  -6 | -7 | -21 | 1.0 | 0.8 | -5 | 0.1 | 22 | -3
> Cc1cc(C(=O)CSc2ccc(Cl)cc2)cc(C)c1OC(=S)N(C)C
  -8 | -1 | 63* | 0.9 | 1.7 | -2 | 0.7 | 18 | -19
> COc1ccc(C)cc1-n1c(SCC(=O)NCC2CCCO2)nc2c([nH]c3ccccc32)c1=O (stereo unspecified)
  -11 | -20 | -6 | 0.0 | 0.3 | 15 | -0.9 | 12 | -7
> Cc1ccc2c(COC(=O)c3n[nH]c4ccccc34)cc(=O)oc2c1
  5 | -14 | 15 | 0.4 | 0.9 | -7 | 1.2 | 19 | -8
> COc1cccc(NC(=O)Nc2cccn(Cc3ccccc3)c2=O)c1
  5 | -19 | 1 | 4.0 | 0.6 | -9 | 5.1 | -18 | -9
> CCc1nnc(NC(=O)CSc2nnc(C3CC3)n2C)s1
  -22 | -4 | -9 | 1.0 | -0.2 | 0 | -0.1 | 5 | -6
> O=C(CNC(=O)c1ccccc1)OC(C(=O)Nc1cc(C(F)(F)F)ccc1Cl)c1ccccc1 (stereo unspecified)
  17 | -18 | 2 | 1.1 | 1.0 | -8 | -0.5 | 21 | -4
> CCOc1ccc(S(=O)(=O)N2CCC(C(=O)N3CCCC3)CC2)cc1C
  -8 | -13 | -37 | 1.9 | 4.0 | -16 | 2.6 | 9 | -9
> COc1cccc(-c2nnn(CC(=O)NC3CCCC3)n2)c1OC
  -7 | 1 | 8 | 1.3 | 0.6 | 6 | 1.7 | 11 | -5
